CHT block: inhibits the human high affinity choline transporter; 310,000 tested, 0.86% active; Q9GZV3; B-score at 10 µM; CHT-expressing cells, membrane potential dye, choline response; active compounds read low; AID 488975;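 active = B-score over 3 SD under the library average, and starting fluorescence ratio not unusually high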;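 also: choline stimulus applied at its EC90 after an EC20 pre-addition; B-score computed on integrated fluorescence ratio after choline addition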
KCNQ2 block: KCNQ2 potassium channel inhibitors, primary screen, cell-based, CHO-K1, FluxOR thallium flux, B-score (AID 2156). O88943. 20 min; active compounds read low. B-score at 10 µM. 310,000 tested, 1.1% active;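 active = fluorescence ratio B-score at most minus 3 library SDs, with starting brightness B-score within 2 library SDs, cut at about -5.5 in these data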
Target sequence (O88943 whole entry, looked up): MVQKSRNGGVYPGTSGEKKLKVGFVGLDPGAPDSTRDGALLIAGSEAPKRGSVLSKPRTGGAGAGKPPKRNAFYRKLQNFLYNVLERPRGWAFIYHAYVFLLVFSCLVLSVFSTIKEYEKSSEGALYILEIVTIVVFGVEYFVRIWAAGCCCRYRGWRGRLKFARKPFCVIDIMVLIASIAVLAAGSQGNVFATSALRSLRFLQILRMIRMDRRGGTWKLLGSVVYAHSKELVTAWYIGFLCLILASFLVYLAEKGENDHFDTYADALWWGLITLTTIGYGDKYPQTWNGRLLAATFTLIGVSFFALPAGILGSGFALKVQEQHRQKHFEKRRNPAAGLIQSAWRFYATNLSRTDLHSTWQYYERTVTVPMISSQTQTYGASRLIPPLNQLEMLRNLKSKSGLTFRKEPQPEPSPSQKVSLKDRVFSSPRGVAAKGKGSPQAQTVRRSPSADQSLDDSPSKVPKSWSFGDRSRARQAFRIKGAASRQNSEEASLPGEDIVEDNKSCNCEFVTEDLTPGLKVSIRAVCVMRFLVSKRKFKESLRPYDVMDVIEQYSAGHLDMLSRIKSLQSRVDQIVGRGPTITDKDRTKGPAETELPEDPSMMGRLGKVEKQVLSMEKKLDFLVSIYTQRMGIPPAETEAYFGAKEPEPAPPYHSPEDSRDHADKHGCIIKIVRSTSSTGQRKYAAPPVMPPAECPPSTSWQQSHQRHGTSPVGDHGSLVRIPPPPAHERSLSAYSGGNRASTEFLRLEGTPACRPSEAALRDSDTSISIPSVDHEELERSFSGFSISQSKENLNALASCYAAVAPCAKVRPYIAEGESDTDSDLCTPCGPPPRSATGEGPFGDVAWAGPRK
Kir21 block: Kir2.1 (mouse) channel inhibition | P35561 | HEK293-Kir2.1, FluxOR thallium flux fluorescence; active compounds read low | B-score at 10 µM | 310,000 tested, 0.85% active | AID 1672;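 active = fluorescence ratio B-score at or below minus 3 SD of library scores, with starting-brightness B-score within 2 SD, cut at about -4.2 in these data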;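 also: channel flux triggered by added potassium and thallium sulfate stimulus; B-score of peak minus minimum fluorescence over baseline after thallium stimulus; more negative B-score means stronger Kir2.1 block with less thallium influx; some compounds called inactive have numbers as strong as hits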
Numbers without * were called inactive; i = inactive; . = no result given. Hits appear at their usual frequency. About 2.6% of those tested had a hit in this group.

SMILES	CHT block	KCNQ2 block	Kir21 block
Cc1cc2n(n1)C(c1ccccc1)Nc1ccccc1-2 (configuration not stated)	i	i	-0.8
CCCc1cc(=O)[nH]c(SCC(=O)N2CCN(c3ccc(F)cc3)CC2)n1	i	i	-0.02
C=CCN1C(=O)CSc2ccc(C(=O)NCc3cccs3)cc21	i	i	0.04
O=C(NCCCn1ccnc1)C(=O)NCC1OCCN1S(=O)(=O)c1ccc2c(c1)OCCO2 (configuration not stated)	i	i	-1.95
CC(C)c1nc(N2CCOCC2)c(C#N)c2c1CCC2	i	i	0.23
COc1ccc(NC(=O)c2oc3ccc(S(=O)(=O)N4CCC5(CC4)OCCO5)cc3c2C)cc1	i	i	0.11
COc1cc(OC)cc(C(=O)N[C@H](C(=O)OCC(=O)Nc2ccc(F)c(F)c2F)C(C)C)c1	i	i	-0.06
C=CCC1(CC=C)CCCN1C(=O)CC1C(=O)NCCN1Cc1cccc(OC)c1 (configuration not stated)	i	i	-0.48
Cc1cn(S(=O)(=O)c2ccc(Br)cc2)cn1	i	i	0.57
O=S(=O)(NC1CCCCC1N1CCCCC1)c1ccc(Cl)cc1 (configuration not stated)	i	i	-1.17
Cc1ccc(-c2nc3ccccc3nc2-c2ccccc2)cc1	i	i	0.04
O=C1CCCN1CCCNC(=S)Nc1ccccc1	i	i	0.42
CC1(C)CC(=O)c2cnn(-c3nc4ccccc4[nH]3)c2C1	i	i	0.9
O=C(CNC(=O)c1ccc(F)cc1)N/N=C/c1ccc(O)c([N+](=O)[O-])c1	i	i	-1.54
CN(CC(=O)NCCC1=CCCCC1)S(=O)(=O)c1ccc2c(c1)CCC(=O)N2	i	i	1.39
Cc1cccc(NC(=O)CNC(=O)COc2cc(F)ccc2[N+](=O)[O-])c1C	i	i	0.35
CC1(C)N([O-])C2=C(CCCC2)[N+]1=O	.	i	-0.47
Cc1cccc(NC(=O)c2cc3c(=O)n4ccccc4nc3n(CC(C)C)c2=N)c1	i	i	1.35
CCC1NC(=O)c2ccccc2N1c1cccc(Cl)c1 (configuration not stated)	i	i	-4.1
CC(=O)Nc1ccc(NCc2ccc(C)s2)cc1	i	i	0.55
COCCCNC(=O)CN(c1cc([N+](=O)[O-])ccc1OC)S(C)(=O)=O	i	i	-0.05
OCCCNc1cc(-c2ccnc(Nc3cccc(Cl)c3)n2)ccn1	i	i	-1.65
COc1cc(-c2nnc(SCC(=O)O)n2-c2ccccc2)cc(OC)c1OC	i	i	-0.04
COc1cc(C(CC(=O)N2CCN(c3ccccc3)CC2)c2c(OC)cc(OC)c3ccc(=O)oc23)cc(OC)c1OC (configuration not stated)	i	i	-0.07
O=C(CN(C(=O)Cn1nnc(-c2ccccc2F)n1)c1cccc2c1CCCC2)NCc1ccccc1	i	i	-0.37
More structures
SMILES	CHT block	KCNQ2 block	Kir21 block
CC1(C)Cc2c(c(-c3ccccc3)nc3sc4c(=O)[nH]c(=S)[nH]c4c23)CO1	i	i	-0.36
CCCCCn1c(C(Cc2ccccc2)NC(C)=O)nc2ccccc21 (configuration not stated)	i	i	0.42
Cc1ccc(NS(=O)(=O)c2coc(C(N)=O)c2)cc1F	i	i	1.81
Cc1ccc(C(=O)Nc2c(C)n(C)n(-c3ccccc3)c2=O)cc1	i	i	-1.53
O=C(NCc1cccnc1)C1CCCCN1S(=O)(=O)c1ccc(F)cc1 (configuration not stated)	i	i	-0.56
CCN(CC)C(=O)C1=C(C)Nc2nnnn2C1c1cccnc1 (configuration not stated)	i	i	-0.16
COc1ccc(N2CCN(C(c3ccc4ncccc4c3)c3nnnn3C(C)C)CC2)cc1 (configuration not stated)	i	i	0.28
COc1ccc(NC(=O)CSCC(=O)Nc2ccccc2N2CCCCC2)cc1	i	i	-3.23
O=C(NC1CC2CCCC(C1)N2Cc1ccccc1)c1cccc(Cl)c1 (configuration not stated)	i	i	0.98
Cn1c(=O)oc2cc(S(=O)(=O)NC3CCCCCCC3)ccc21	i	i	0.83
Cc1cccc(C)c1N(CC(=O)NCc1ccc(F)cc1)C(=O)c1csnn1	i	i	-0.31
O=S(=O)(c1ccc(Br)cc1)N1CCN=C1SCc1cccnc1	i	i	-1.59
COc1ccccc1C(N)=S	i	i	0.01
CCOC(=O)C(NC(=O)NCc1cccc(C(F)(F)F)c1)(OCC)C(F)(F)F (configuration not stated)	i	i	0.55
O=C(NCC(=O)N(CC1CCCO1)C1(C(=O)NC2CCCCC2)CCCCC1)c1ccccc1 (configuration not stated)	i	i	2.11
Cc1cccc(NC(=O)C23CCC(C)(/C(=N/O)C2)C3(C)C)c1 (configuration not stated)	i	i	0.01
CCCCn1c(CN2CCN(C(=O)OCC)CC2)nc2c1c(=O)[nH]c(=O)n2C	i	i	-0.02
COC(=O)C1CN(S(=O)(=O)c2ccc(C)cc2)CCN1S(=O)(=O)c1ccc(C)cc1 (configuration not stated)	i	i	-0.72
CCOc1ccc(-n2c(N)c(C(=O)NCC3CCCO3)sc2=S)cc1 (configuration not stated)	i	i	0.13
Cc1ccccc1C(=O)Nc1ccc(S(=O)(=O)N2CCOCC2)cc1	i	i	1.42
O=C(c1cnn(C(=O)c2cccc(S(=O)(=O)N3CCOCC3)c2)c1)c1ccccc1O	i	i	-0.35
CC(C)(CNc1ccc([N+](=O)[O-])cc1Cl)N1CCOCC1	i	i	1.52
CCN1CCN(CCC2Oc3cc([N+](=O)[O-])ccc3NC2=O)CC1 (configuration not stated)	i	i	-0.52
CCOC(=O)c1sc(=NC(=O)/C=C/c2ccccc2)n(C)c1C	i	i	0.1
c1ccc(Cc2nnc3sc(-c4ccc5c(c4)OCCO5)nn23)cc1	i	i	-0.29

Reprinted from the entries so far, 14 compounds:
SMILES	CHT block	KCNQ2 block	Kir21 block
CC1(C)Cc2c(c(-c3ccccc3)nc3sc4c(=O)[nH]c(=S)[nH]c4c23)CO1	i	i	-0.36
CCCCCn1c(C(Cc2ccccc2)NC(C)=O)nc2ccccc21 (configuration not stated)	i	i	0.42
Cc1ccc(NS(=O)(=O)c2coc(C(N)=O)c2)cc1F	i	i	1.81
Cc1ccc(C(=O)Nc2c(C)n(C)n(-c3ccccc3)c2=O)cc1	i	i	-1.53
O=C(NCc1cccnc1)C1CCCCN1S(=O)(=O)c1ccc(F)cc1 (configuration not stated)	i	i	-0.56
CCN(CC)C(=O)C1=C(C)Nc2nnnn2C1c1cccnc1 (configuration not stated)	i	i	-0.16
COc1ccc(N2CCN(C(c3ccc4ncccc4c3)c3nnnn3C(C)C)CC2)cc1 (configuration not stated)	i	i	0.28
COc1ccc(NC(=O)CSCC(=O)Nc2ccccc2N2CCCCC2)cc1	i	i	-3.23
O=C(NC1CC2CCCC(C1)N2Cc1ccccc1)c1cccc(Cl)c1 (configuration not stated)	i	i	0.98
Cn1c(=O)oc2cc(S(=O)(=O)NC3CCCCCCC3)ccc21	i	i	0.83
Cc1cccc(C)c1N(CC(=O)NCc1ccc(F)cc1)C(=O)c1csnn1	i	i	-0.31
O=S(=O)(c1ccc(Br)cc1)N1CCN=C1SCc1cccnc1	i	i	-1.59
COc1ccccc1C(N)=S	i	i	0.01
CCOC(=O)C(NC(=O)NCc1cccc(C(F)(F)F)c1)(OCC)C(F)(F)F (configuration not stated)	i	i	0.55

(listing goes on)
SMILES	CHT block	KCNQ2 block	Kir21 block
Cc1ccc2c(c1)C(c1ccccc1)N(C(=O)c1ccc(Br)cc1)CC(=O)N2 (configuration not stated)	i	i	-0.43
Cc1c(C(=O)NCC2CCCO2)cccc1[N+](=O)[O-] (configuration not stated)	i	i	-0.24
O=C1OC(Nc2nc(-c3ccc(F)cc3)cs2)c2ccccc21 (configuration not stated)	i	i	-0.72
C[C@H](NC(=O)c1nc[nH]c1C(=O)N[C@@H](Cc1ccccc1)C(=O)OCc1ccccc1)c1ccccc1	i	i	0.86
Cc1cc(S(=O)(=O)N2CCN=C2c2ccccc2)c(C)cc1Cl	i	i	-2.55
CCOc1ccc(NC(=O)CSc2nncn2C)cc1	i	i	1.25
O=C(N1CCN(c2cccc(Cl)c2)CC1)C1(c2cccs2)CCOCC1	i	i	-1.58
COc1ccc2oc(=O)c(C(C)=O)cc2c1	i	i	0.45
Cc1c(O)ccc(-c2[nH]ncc2-c2nc3ccccc3s2)c1O	i	i	0.86
CNC(=O)NC(=O)C(C)N1CCN(C/C=C/c2ccccc2)CC1 (configuration not stated)	-6.91*	i	0.24
Cc1sc2ncnc(N3CCC(C(=O)N(C)CC(=O)Nc4ccc(Cl)c(C(F)(F)F)c4)CC3)c2c1C	i	i	1.4
Cc1ccc(NC(=O)N2CCC(NC(=O)c3ccco3)CC2)cc1	i	i	-1.47
Cc1cc(C)cc(NC(=O)C2CCCN2S(=O)(=O)c2cccc3cccnc23)c1 (configuration not stated)	i	i	-0.07
NC(=S)NNC(=O)c1ccccc1Cl	i	i	2.01
Cc1nnc2n(Cc3ccccc3)c(=O)c3c4c(sc3n12)COC(C(C)C)C4 (configuration not stated)	i	i	-0.67
CCc1nc2n(n1)C(O)c1cc([N+](=O)[O-])ccc1S2 (configuration not stated)	i	i	-0.5
CCN(CC(=O)N1CCN(c2ccccc2)CC1)S(=O)(=O)c1ccc(C)cc1	i	i	-0.2
c1cn(CCCNC2CCCCCCC2)cn1	i	i	-0.02
Cc1nn(C)c(C)c1/C=N/N=C1\CCC2C3CCc4cc(O)ccc4C3CCC12C (configuration not stated)	i	i	0.71
Cc1ccc(NC(=O)C2CCCN(S(=O)(=O)c3cnc[nH]3)C2)c(Br)c1 (configuration not stated)	i	i	0.9
COC(=O)CSc1n[nH]c(=S)s1	i	i	-0.7
C=CCn1c(C(CCC(C)C)CC(C)(C)O)n[nH]c1=S (configuration not stated)	i	i	0.83
CCC(C)NC(=O)Cn1c(-c2ccccc2)cc(C(C)=O)c1C (configuration not stated)	i	i	0.24
CNC(=O)c1c(C)noc1C	i	i	-1.04
CC(=O)NC1C(OCc2ccccc2)OC(COC(C)=O)C(OC(C)=O)C1OC(C)=O (configuration not stated)	i	i	-0.8
More results:
SMILES	CHT block	KCNQ2 block	Kir21 block
CCOC(=O)Nc1ccc2c(COC(=O)CN(C)S(=O)(=O)c3ccc(C)cc3)cc(=O)oc2c1	i	i	-0.98
Cc1ccccc1Sc1ncnc2onc(C)c12	i	i	-1.79
CCCCN(C(=O)c1ccccc1F)c1c(N)n(CCC)c(=O)[nH]c1=O	i	i	0.58
CN(C1CCCCC1)C(CNS(=O)(=O)c1ccc(Cl)cc1)c1ccccc1 (configuration not stated)	i	i	0.79
CC(C)Oc1ccc(C(=O)O)c(C(=O)O)c1	i	i	2
Cc1cccc(-c2c3c(=O)n(C)c(=O)n(C)c3cn2-c2ccc(O)cc2)c1	i	i	0.09
c1ccc(Cn2c(CNc3nc4ccccc4n3CCN3CCCCC3)nc3ccccc32)cc1	i	-7.29*	-2.39
COc1ccc(/C=c2\s/c(=C/C(=O)c3ccc(C)cc3)[nH]c2=O)cc1OC	i	i	-2.19
COC(=O)c1ccc(C[n+]2ccccc2)cc1	i	i	0.19
CC(NCc1nc2ccccc2n1C)C12CC3CC(CC(C3)C1)C2 (configuration not stated)	i	i	-1.11
Cc1cccc(Oc2coc3cc(OC(=O)c4cncc(Br)c4)ccc3c2=O)c1	i	i	0.64
CCOC(=O)C1CCCN(CCC(=O)Nc2ccccc2C)C1 (configuration not stated)	i	i	0.02
O=c1[nH]c(CSc2ccccn2)nc2c1oc1ccccc12	i	i	0
Cc1cccc(NC(=O)C2(C)CC3c4ccccc4C2c2ccccc23)c1C (configuration not stated)	i	i	0.1
Cc1ccc(S(=O)(=O)N2CCN(C(=O)Cc3c(F)cccc3Cl)CC2)cc1	i	i	-0.01
CCOc1ccc(C(C)NC(=S)NCc2ccc(Cl)cc2)cc1 (configuration not stated)	i	i	0.74
COc1ccc(CNC(=O)CCCn2nc(C)c3c(C)n(-c4ccc(C)cc4)nc3c2=O)cc1OC	i	i	-0.95
O=C1CN(C(=O)COc2ccc(Br)cc2)c2ccccc2N1	i	i	-1.18
c1ccc(C[C@H]2CNCCN2CCc2cccc3ccccc23)cc1	i	i	-3.05
O=C(Cc1ccc(Br)cc1)NCCc1ccc(Cl)cc1Cl	i	i	0.73
Cc1cc(C)c(NC(=O)/C(C#N)=C/c2ccc(OCc3ccc(F)cc3)cc2)c(C)c1	i	i	0
COc1ccccc1/C=C(/NC(=O)c1ccc(Cl)cc1Cl)C(=O)O	i	i	0.42
COc1cc(NC(=S)N2CCN(CCO)CC2)cc(OC)c1	i	i	0.42
Cc1ccc(NC(=O)c2cnccn2)c(OC(F)F)c1	i	i	-0.7
CCC(C)N(C(=O)COC(=O)c1nc2nc(C)cc(C)n2n1)C1CCS(=O)(=O)C1 (configuration not stated)	i	i	0.38
The listing continues:
SMILES	CHT block	KCNQ2 block	Kir21 block
CCCCNC(=O)C1CCN(S(=O)(=O)N2CCCCCC2)CC1	i	i	1.3
CCC(C)NC(=O)C1c2cc(OC)c(OC)cc2C(=O)N(C)C1c1ccc(OC)cc1 (configuration not stated)	i	i	1.29
O=C(NCc1ccc(F)cc1)c1ccccc1OCc1ccccc1	i	i	-1.17
COc1ccc(CC(=O)n2nc(-c3ccc(Cl)cc3)nc2NCc2ccco2)cc1	i	i	-0.48
CC1(C)Oc2ccc(C(=O)N3CCCC3)cc2N(CC(=O)NCc2ccccc2)C1=O	i	i	-1.09
Cc1ccc(CS(=O)(=O)Cc2ccc(C(=O)NCC3CCCO3)o2)cc1 (configuration not stated)	i	i	0.02
O=C1C2C3C=CC(C3)C2C(=O)N1c1ccc(N2CCN(c3ccccn3)CC2)c([N+](=O)[O-])c1 (configuration not stated)	i	i	0.78

Bioassay records deposited in PubChem by Johns Hopkins Ion Channel Center.
